D2 potentiator: positive allosteric modulators of human D2 dopamine receptor | P14416 | HEK293 T-REx D2, calcium flux, EC20 dopamine potentiation | potentiation, % at 10 µM | 340,000 compounds, 0.34% hits | AID 485347;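 active = potentiation over 3 SD above the plate norm, cut at about 30% in these data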; also: 0% is about no effect
Target sequence (P14416 whole entry, looked up): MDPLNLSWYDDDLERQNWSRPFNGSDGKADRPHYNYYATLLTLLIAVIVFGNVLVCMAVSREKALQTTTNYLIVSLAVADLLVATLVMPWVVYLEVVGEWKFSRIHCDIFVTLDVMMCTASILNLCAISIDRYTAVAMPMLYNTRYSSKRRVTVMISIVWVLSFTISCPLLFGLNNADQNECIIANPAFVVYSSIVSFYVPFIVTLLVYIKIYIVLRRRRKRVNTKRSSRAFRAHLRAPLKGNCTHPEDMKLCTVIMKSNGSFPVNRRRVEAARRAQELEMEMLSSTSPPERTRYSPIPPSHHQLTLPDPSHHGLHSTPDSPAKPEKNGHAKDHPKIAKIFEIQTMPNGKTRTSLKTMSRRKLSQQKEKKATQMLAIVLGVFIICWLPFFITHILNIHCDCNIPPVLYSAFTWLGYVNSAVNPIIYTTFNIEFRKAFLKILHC
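Potentiation of an EC20 dopamine calcium response is measured in a force-coupled, tetracycline-inducible Hek293 Trex D2 line. Compound-only kinetic reads over 180 s flag agonists before dopamine addition.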
D1 agonist: agonists of human D1 dopamine receptor | HEK293 T-REx D1 cells, calcium flux, agonist mode | activation, % at 2 µM | 360,000 compounds, 1% hits | AID 504660; in the data active = activation above about 30%; also: 0% is about no effect
Target sequence (P21728 whole entry, looked up): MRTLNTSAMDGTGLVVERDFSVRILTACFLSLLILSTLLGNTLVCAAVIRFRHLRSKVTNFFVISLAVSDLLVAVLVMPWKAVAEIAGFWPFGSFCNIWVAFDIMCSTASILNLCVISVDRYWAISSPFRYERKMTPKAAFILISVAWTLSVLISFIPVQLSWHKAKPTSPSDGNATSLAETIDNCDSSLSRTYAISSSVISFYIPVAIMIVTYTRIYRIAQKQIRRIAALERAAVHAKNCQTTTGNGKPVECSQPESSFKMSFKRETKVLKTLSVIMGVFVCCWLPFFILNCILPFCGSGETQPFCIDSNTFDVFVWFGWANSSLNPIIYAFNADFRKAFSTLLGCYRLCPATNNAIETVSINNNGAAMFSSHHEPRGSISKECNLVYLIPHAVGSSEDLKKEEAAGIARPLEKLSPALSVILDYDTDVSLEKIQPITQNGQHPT
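Agonism was scored from calcium flux recorded over 180 s (1 read/s) after pintool compound addition, following a 10-cycle baseline. Cells were inducible force-coupled HEK293 TREx D1, plated overnight at 30 C and loaded with no-wash calcium dye.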
LDHA block: inhibitors of human lactate dehydrogenase A | P00338 | activity change, % (values are at about 110 or 230 µM) | purified LDHA, NADH/diaphorase-resazurin fluorescence; stronger effect = lower value | 480,000 compounds, 0.15% hits; in the data active = activity change below about -30%; inconclusive = mostly about -25% to -30%;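 also: plate controls were DMSO wells for no effect and wells without enzyme for full effect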
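LDH5 2 nM; NADH 0.06 mM, pyruvate 0.2 mM; 200 mM Tris pH 7.4, EDTA, Tween-20; 5 min RT. Detection: diaphorase 0.133 mg/mL + resazurin 37 µM, fluorescence ex540/em590 at 0 and 20 min; normalized to enzyme-free and DMSO wells.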
Vif-APOBEC3F blk: inhibitors of Vif-A3F interaction; HeLa A3F-eYFP + Vif (tagged APOBEC3F with the HIV-1 protein that degrades it), YFP fluorescence increase; Potency, µM (series often up to 46.1 µM), for the others: at the highest dose activity, negative = active; 390,000 compounds, 0.2% hits; AID 602313; also: potency is read from the fitted curve at half-maximal effect; % of control where 0% means no effect; nearly all actives have a fitted effect of over 65% in size
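HeLa cells stably expressing Vif plus C-terminally eYFP-tagged A3F were seeded, incubated overnight at 37 deg C, dosed with compound, incubated overnight again at 37 deg C. Yellow fluorescence (Ex 488/Em 500-530) reported blocked Vif-mediated A3F-eYFP degradation.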
Vif-A3G inh: blocks the Vif interaction with human APOBEC3G; 410,000 compounds, 0.076% hits; Potency, µM (top dose mostly 46.1 µM), for the others: top-dose activity, negative = active, hits mostly inhibitors; AID 602310; HeLa A3G-eYFP + Vif (tagged APOBEC3G with the HIV-1 protein that degrades it), YFP fluorescence, overnight; Q9HC16;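 also: potency is read from the fitted curve at half-maximal effect; % is scaled to controls: 0 for no effect and ±100 for the full control effect; nearly all actives have a fitted effect of over 60% in size; hits raise eYFP signal because A3G escapes Vif-driven loss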
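Read-out is eYFP fluorescence (Ex 488/Em 500-530) from Vif-expressing HeLa A3G-eYFP cells; more signal means A3G escaped Vif-mediated degradation. Cells plated overnight, compound pinned in, incubated overnight at 37 deg C.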
D1 antag: antagonists of human D1 dopamine receptor; HEK293 TREx D1 cells, calcium flux, dopamine EC80; stronger effect = lower value; activity change, negative = inhibition, % at 10 µM; 360,000 compounds, 3.2% hits; AID 504652; in the data active = activity change below about -30%; also: % is scaled to controls: 0 for no effect and ±100 for the full control effect
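Tetracycline-induced HEK293 T-REx cells with force-coupled D1 receptor were loaded with a no-wash calcium dye. Compound was added after a 10 s baseline and read kinetically for 180 s; EC80 dopamine was then added and calcium flux followed another 180 s.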
GRP78 ERSR act: ER stress response induction in glioma | U87-MG GRP78 promoter luciferase reporter, 16 h | Potency, µM, inactives show top-dose activation, hits mostly activators | 420,000 compounds, 0.02% hits | AID 602332; also: potency is read from the fitted curve at half-maximal effect; series mostly up to about 76 µM; % of control where 0% means no effect; nearly all actives have a fitted effect of over 35% in size
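Stably transfected U87-MG human glioma cells carrying a GRP78-based luminescent sensor were seeded at 1000 cells/well, pin-dosed with compounds and incubated 16 h. Luciferase reagent was then added, and end-point luminescence was read after 10 min at room temperature.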
RXFP1 agonist: RXFP1 (human) receptor agonism; 370,000 compounds, 0.3% hits; Q9HBX9; Potency, µM (titrated, usually from 57.5 µM), for the others: top-dose activation, most hits filed as activators; AID 2676; HEK293T-RXFP1 cAMP TR-FRET, 30 min; response scale: percent of porcine relaxin response, buffer zero; also: potency is read from the fitted curve at half-maximal effect; % is scaled to controls: 0 for no effect and ±100 for the full control effect; nearly all actives have a fitted effect of over 60% in size; many of its hits are not listed in these tables
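cAMP rise read by TR-FRET after 30 min, 37C compound exposure (up to 58 uM) in RXFP1-transfected HEK293 cells with Ro 20174 present. EC50 from Hill-equation fits, with 29 nM porcine relaxin as 100% and buffer as basal.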
D1 potentiator: potentiators of human D1 dopamine receptor; P21728; HEK293 TREx D1 cells, calcium flux, dopamine EC20 potentiation; potentiation, % at 10 µM; 360,000 compounds, 0.036% hits; AID 504651; in the data active = potentiation above about 30%; also: 0% is about no effect
Active calls of the source: *; u = inconclusive; x = not tested or not shown; & = joins results of further samples. Unless noted, calls follow the shape of the dose curve; as a rule, active = well fitted curve in the direction sought with a large enough effect; inconclusive = small, poorly fitted or top-dose-only effect, or another doubt; inactive = no such curve, though single readings can be large; an effect the other way counts as inactive or inconclusive. These rows are one share of the data, so the mix of outcomes need not match the whole.

SMILES	D2 potentiator	D1 agonist	LDHA block	Vif-APOBEC3F blk	Vif-A3G inh	D1 antag	GRP78 ERSR act	RXFP1 agonist	D1 potentiator
Cn1c(=O)c(C(=O)NCCO)c(O)c2ccccc21	1	1	5	-13%	-3%	-14	0%	4.4%	-4
CC(C)(CN1CCCC1)NS(=O)(=O)c1ccc(Cl)cc1	17	8	-3	3%	0%	-6	-2%	1.8%	2
COc1ccc(F)cc1S(=O)(=O)Nc1cccc(C(=O)O)c1	6	1	-13	1%	3%	6	-4%	3.1%	-4
N#Cc1ccccc1CSC1=NCCS1	2	3	-6	-10%	9%	4	4%	-2.6%	-6
O=C(NC1CCCCC1)c1ccc(Cn2cc(Br)cn2)o1	5	3	-3	1%	1%	5	0%	1.1%	0
COCCN1CCN(Cc2cn(C)nc2-c2cccc(Cl)c2)CC1	4	0	-4	7%	-3%	5	1%	2.1%	-5
Cn1nnnc1SC1CC(=O)N(c2ccccc2)C1=O (centres undefined)	-4	0	-3	1%	4%	-3	-3%	1.2%	-3
Cc1ccccc1-c1nnc(SCC(=O)Nc2cccnc2Cl)o1	x	x	1	3%	-4%	x	-9%	x	x
COc1cccc(CNC(=O)CCN2C(=O)[C@@H]3Cc4ccccc4CN3C2=O)c1	-2	2	0	1%	4%	8	-5%	1.4%	2
COc1ccc(OC)c(NC(=O)CSc2ccc(-c3cccs3)nn2)c1	1	0	4	0%	1%	-3	-3%	6.5%	-3
Cc1cccc(NC(=O)CNC(=O)c2ccccc2Cl)n1	17	1	-4	-11%	-7%	0	6%	1.2%	4
Cc1cc(=O)n(CC(C)O)c(O)c1C#N (centres undefined)	6	0	17	-1%	3%	7	-2%	-1.8%	3
O=C(NN=C1CCN(Cc2ccccc2)CC1)c1cccc(S(=O)(=O)Nc2ccccc2Cl)c1	0	1	-3	0%	2%	-15	-6%	-0.6%	1
CNc1nc(OCC(F)(F)F)nc(N2CCOCC2)n1	-21	0	-2	0%	1%	20	-7%	2.3%	-9
Cn1c(=O)n(C)c2cc(S(=O)(=O)NCCc3ccccc3)ccc21	6	9	2	2%	-1%	-9	4%	-1.2%	-3
CCc1ccc(NC(=O)N(CCN2CCOCC2)C2CCN(C(C)=O)CC2)cc1	-2	0	0	3%	-3%	4	-2%	1.6%	-6
O=C(CNC(=O)C(c1ccccc1)c1ccccc1)N/N=C\c1ccc(C(=O)O)cc1	6	-2	-13	9%	2%	20	-5%	0.0%	4
COc1cccc(C(CC(=O)Nc2cccc3ccccc23)NC(=O)c2ccccc2)c1 (centres undefined)	6	6	0	-8%	-17%	-2	-4%	0.8%	1
CCN(CC)C(=O)C(=O)c1cccn1-c1ccc(C#N)cc1	3	1	-1	-4%	1%	1	2%	-3.1%	-3
O=S(=O)(c1ccc(Nc2ccc(-c3ccc4c(c3)OCCO4)nn2)cc1)N1CCCC1	6	5	-8	2%	-23%	14	4%	-0.2%	-4
COc1ccc(-c2nnc(SCC(=O)NCC3CCCO3)n2C)cc1 (centres undefined)	13	2	-3	0%	-6%	2	-1%	-0.4%	2
COc1ccc(C2=NOC(Cn3nc(C(=O)NCc4cccs4)cc3-c3ccccc3)C2)cc1 (centres undefined)	13	6	3	6%	-2%	0	3%	0.9%	-3
Cc1ccc(NC(=O)N(CCCN2CCOCC2)Cc2cccs2)cc1C	22	13	-2	-2%	4%	-10	-2%	0.8%	x
c1ccc(N2CCOCC2)c(Nc2nc3ccccc3n3cnnc23)c1	14	1	-8	-10%	1%	-1	-3%	0.4%	0
CCOc1ccc(-c2cc(OC(=O)c3ccccc3)c3c(C)oc(C)c3c(=O)c2)cc1	-6	1	5	-3%	-3%	9	-2%	5.6%	-3
O=C(CN1C(=O)NC2(CCCCCC2)C1=O)Nc1ccc2c(c1)CCC2	3	1	-4	-10%	-6%	13	-2%	-0.5%	1
COCCn1c(C)cc(C2=NNC(=Nc3ccccc3)SC2)c1C	-2	0	10	-5%	3%	6	-8%	-2.1%	2
COc1ccc(/C=C(/C#N)C(=O)Nc2cc(C)ccc2C)cc1C(=O)O	27	2	0	-12%	-4%	8	-1%	0.0%	-1
O=C(COC(=O)c1ccccc1F)Nc1cccnc1Cl	-6	1	-1	-10%	-5%	7	0%	-0.7%	2
COc1ccc(C(=O)NC2CCN(Cc3ccccc3)C2)cc1S(=O)(=O)N1CCOCC1 (centres undefined)	-19	0	-6	1%	1%	0	0%	2.7%	-7

Complete entries, quoted from the list. Screens in order: D2 potentiator	D1 agonist	LDHA block	Vif-APOBEC3F blk	Vif-A3G inh	D1 antag	GRP78 ERSR act	RXFP1 agonist	D1 potentiator
COc1ccc(OC)c(NC(=O)CSc2ccc(-c3cccs3)nn2)c1 in the list: 1	0	4	0%	1%	-3	-3%	6.5%	-3
Cn1c(=O)c(C(=O)NCCO)c(O)c2ccccc21 in the list: 1	1	5	-13%	-3%	-14	0%	4.4%	-4

Further entries follow.
SMILES	D2 potentiator	D1 agonist	LDHA block	Vif-APOBEC3F blk	Vif-A3G inh	D1 antag	GRP78 ERSR act	RXFP1 agonist	D1 potentiator
Cc1ccc2c(C)c(C(=O)Nc3cccnc3)oc2c1C	x	x	-9	-11%	-6%	x	3%	x	x
O=C(NCCNS(=O)(=O)c1ccc(Cl)cc1)c1cc(OCC(F)(F)F)ccc1OCC(F)(F)F	2	4	-21	-6%	-1%	-18	-4%	2.2%	-6
O=C(CCSCc1ccccc1Cl)NC1CCCCC1	-2	3	-12	5%	-4%	2	6%	-2.0%	-2
CCCC(=O)c1c[nH]c(C(=O)NCc2ccco2)c1	-1	2	-4	3%	-4%	1	1%	-3.1%	-2
CN=Cc1sc2ccccc2c1O	9	0	0	0%	-2%	5	-1%	-2.3%	5
Cc1ccc(C)c(-c2nnc(NC(=O)CCS(=O)(=O)c3ccc(F)cc3)o2)c1	-10	4	-6	-4%	-8%	-4	-4%	7.5%	-2
CCCCn1c(N)c(N(C(=O)CSc2nnnn2-c2ccc(C)cc2)C2CCCC2)c(=O)[nH]c1=O	x	x	-5	1%	-9%	x	3%	x	x
Cn1cc(SCC(=O)NCC2CCCO2)c2ccccc21 (centres undefined)	-5	1	-1	4%	-1%	-7	-5%	-1.3%	-5
Cc1ccc(C2NC(c3ccc(C)cc3)C(C)C(=NO)C2C)cc1 (centres undefined)	x	x	3	-4%	-9%	x	-4%	-1.3%	x
CNC(=S)NNC(=O)COc1ccc(C)c(C)c1	-2	-2	-6	-8%	1%	14	2%	0.0%	-1
COC(=O)c1cccc(NC(=O)c2cnoc2C)c1	-10	-3	-14	0%	-4%	7	-2%	2.7%	-3
CCOC(=O)Cn1ncc2c3ccccc3n(CC(=O)OCC)c2c1=O	6	0	-2	2%	0%	3	1%	-3.0%	4
COc1ccc(CCNC(=O)Nc2ccccc2[N+](=O)[O-])cc1	x	-1	-6	-6%	-9%	-29	5%	1.7%	-4
O=C(Nc1nc(N2C(=O)c3ccccc3C2=O)n(-c2ccccc2)n1)c1ccccc1	-3	0	13	2%	2%	5	3%	-1.3%	2
COc1ccc(CNC(=O)CNC(=O)N2CC(=O)Nc3ccccc32)cc1	12	2	0	4%	-9%	-8	6%	-0.9%	1
Cc1ccc(N(C(=O)c2ccco2)C(C(=O)NC2CCCC2)c2cccnc2)cc1 (centres undefined)	-4	0	-8	-3%	-6%	-9	-5%	1.1%	-1
COc1ccccc1CNC(=O)c1cnc(N(C)C)nc1	-7	1	-5	x	x	1	x	-0.3%	1
COc1ccccc1NS(=O)(=O)c1ccc(N/N=C(\C)C(C)C)c([N+](=O)[O-])c1	7	1	0	-6%	0%	-31*	-7%	-1.4%	-3
CCOC(=O)c1c(NC(=O)CN2C(=O)NC(C)(c3ccccc3)C2=O)sc(C)c1C (centres undefined)	-8	2	0	-17%	u	3	-4%	0.4%	-1
CCCNC(=O)c1ccc(N2CCC3(CC2)CC(c2ccccc2)=NO3)c(N)c1	-4	3	-11	12%	-2%	-21	-5%	0.4%	-8
CC1CCN(C(=O)Cn2c3ccc(F)cc3c3nc4n(c(=O)c32)CCCS4)CC1	-11	0	-6	9%	7%	2	-5%	12%	-2
COc1ccc(NC(=O)CSCC(=O)N(C)CC(=O)Nc2cccc3ccccc23)cc1	-3	1	-5	-1%	-2%	30	-1%	0.9%	-1
Cc1ccc(-c2nn(CCC(=O)NC(C)C)c(=O)c3ccccc23)cc1	5	3	-12&-6	-5%	-8%	11	-4%	-2.1%	3
CN(C)S(=O)(=O)c1cccc(NC(=O)c2ccc3nccnc3c2)c1	-2	5	-2	5%	-1%	-21	0%	14%	-5
Cc1nn(-c2ccc3nnc(C)n3n2)c(C)c1CCC(=O)Nc1ccc(OC(F)(F)F)cc1	-6	0	-3	2%	-2%	-7	-2%	6.1%	-2
NC(=O)C1CCN(C(=O)c2cc(S(=O)(=O)N3CCOCC3)c(Cl)cc2Cl)CC1	3	2	0	-3%	2%	-10	-4%	2.7%	-6
Cc1ccc(CN2CCNC(=O)C2CC(=O)N(C)C(C2CC2)C2CC2)o1 (centres undefined)	1	1	0	-5%	-4%	5	-3%	-1.5%	-1
Cc1ccc(S(=O)(=O)Nc2ccc3c(c2)CCC3)cc1	0	7	2	-26%	-14%	12	-2%	-2.1%	2
CC(=O)c1ccc(NS(=O)(=O)c2cnc(N)nc2)cc1	15	1	-1	2%	0%	8	11%	-2.6%	-1
Cc1ccc(C(=O)N2CCN(S(=O)(=O)c3ccccc3)CC2)cc1	1	-2	-3	10%	0%	-4	-3%	3.1%	-4
CC(C)NC(=O)CCn1ccc2cc(S(=O)(=O)N3CCCC3)ccc21	5	2	3	-3%	1%	0	-3%	-1.0%	2
O=C(c1ccc(Br)cc1)N(c1ccccn1)C1CCCCC1	0	-1	-5	5%	-7%	-10	-2%	0.2%	-2
CCOC(=O)c1cnc2ccc(C(=O)OC)cc2c1NCc1ccco1	-2	1	x	x	x	-4	x	28%	-6
COc1ccc(-n2nc(C(=O)NCC(=O)NC3CCCCCC3)c3ccccc3c2=O)cc1OC	7	1	-8	14%	0%	-27	-1%	2.6%	0
